Source: PubChem
Rev-erbA mod: modulators of Rev-erb alpha DNA binding, primary screen, biochemical, FITC-DNA, fluorescence polarization, uHTS; Rev-erbα–FITC-DNA binding, 90 min; activity, % at 10 µM; Nuclear receptor subfamily 1 group D member 1 (Homo sapiens), P20393; actives 0.79% (n = 370,000); AID 1259318, 2017;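 active = activity above about 14%, limit read from the data; passing the limit was not always enough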;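 note: 0% = DMSO wells with 35 nM protein and 100% = DMSO wells with 750 nM protein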
LEDGF integ inh: blockers of LEDGF/p75-dependent integrase strand transfer – biochemical, TR-FRET, high throughput, primary screen; inhibition, % at 3.7 µM; HIV-1 integrase (with human LEDGF/p75); AID 743269, 2014; TR-FRET IN-LEDGF/p75 DNA integration, Eu/Cy5; actives 0.64% (n = 370,000);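 active = inhibition above the screen-wide mean plus 3 SD, cut at about 13% in these data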;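 note: signal is the Cy5 over europium emission ratio at 671 and 618 nm; 0% = plate median of compound wells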
ABHD4 inh: ABHD4 inhibitors, primary screen, biochemical, fluorescence polarization, mouse | purified mABHD4, FP-Rh probe fluorescence polarization | inhibition, % at 8.92 µM | actives 0.54% (n = 370,000) | AID 720543, 2013;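 active = inhibition exceeding the mean over every tested compound plus 3 SD, cut at about 30% in these data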;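 note: 0% = plate median of compound wells and 100% = S159A mutant with DMSO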
Target sequence (Q8VD66 whole entry, looked up): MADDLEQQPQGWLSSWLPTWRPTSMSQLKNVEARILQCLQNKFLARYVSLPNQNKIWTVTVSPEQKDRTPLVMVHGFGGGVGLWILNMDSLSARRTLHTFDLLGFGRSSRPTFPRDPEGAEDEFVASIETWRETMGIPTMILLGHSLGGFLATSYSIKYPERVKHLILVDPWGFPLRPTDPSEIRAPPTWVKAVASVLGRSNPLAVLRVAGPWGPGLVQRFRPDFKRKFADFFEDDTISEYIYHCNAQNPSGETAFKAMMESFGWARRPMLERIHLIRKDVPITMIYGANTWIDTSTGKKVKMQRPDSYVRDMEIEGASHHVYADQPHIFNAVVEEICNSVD
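Assay system: Wild-type mouse ABHD4 protein | Medium: HEPES pH 7.0 buffer, 150 mM NaCl, 0.01% Pluronic F-127 | Incubation: Enzyme–compound pre-incubation 45 min, then probe 60 min, both 25 °C | Technique: Fluorescence polarization with parallel and perpendicular emission, 525/598 nm | Evaluation: % inhibition of FP-Rh probe binding versus controls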
rCAG binder: binders of r(CAG) RNA repeats, primary screen, biochemical, fluorescence; inhibition, % at 3 µM; r(CAG) RNA repeat, TO-PRO-1 dye displacement fluorescence; actives 1.3% (n = 370,000); AID 651821, 2012;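 active = inhibition above the plate cutoff, the mean of all test compounds on that plate plus 3 SD, cut at about 35% in these data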;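 note: 0% = DMSO alone and 100% = 100 µM mitoxantrone as full dye displacement; higher means more dye released from RNA so lower well fluorescence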
UHRF1 binding: UHRF1 methylated DNA binding inhibitors, primary screen, counter-screen for MBD2 inhibitor project, biochemical, TR-FRET, human UHRF1, single concentration; AID 687016, 2013; UHRF1 binding to methylated oligo; actives 0.75% (n = 370,000); E3 ubiquitin-protein ligase UHRF1 (Homo sapiens), Q96T88; inhibition, % at 4.4 µM; in the data active = inhibition above about 21%;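 note: UHRF1 SRA domain binding a hemimethylated CpG hairpin DNA probe; 0% = median of test compound wells and 100% = reference inhibitor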
MBD2 DNA inh: inhibitors of MBD2 binding to methylated DNA, primary screen, biochemical, TR-FRET, DNA-binding domain, human. Methyl-CpG-binding domain protein 2 (Homo sapiens), Q9UBB5. MBD2 binding to methylated oligonucleotide. inhibition, % at 4.4 µM. actives 0.31% (n = 370,000). AID 686964, 2013; in the data active = inhibition above about 13%
HTRA1 inhibitor: HTRA1 serine protease inhibitors, primary screen, biochemical, fluorescence polarization, HTS; Q92743; AID 504803, 2011; actives 0.5% (n = 340,000); recombinant HTRA1, FP-rhodamine activity-based probe; inhibition, % at 5.96 µM; in the data active = inhibition above about 36%;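 note: 0% = enzyme with DMSO and 100% = wells lacking enzyme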
TCR-CD3 inh: inhibitors of human TCR-CD3 interaction, primary screen, biochemical, fluorescence, TAMRA-labeled TCR probe. T-cell receptor (TCR). inhibition, % at 9.4 µM. actives 0.37% (n = 360,000). AID 651800, 2012; in the data active = inhibition above about 19%;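 note: recombinant mutant TCR 2C K166C tagged with TAMRA read by polarization; 0% = receptor in buffer alone and 100% = receptor with positive control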
PRMT1 FP inh: PRMT1 methyltransferase inhibitors, primary screen, biochemical, fluorescence polarization; Protein arginine N-methyltransferase 1 (Homo sapiens), Q99873; recombinant PRMT1, activity-based probe fluorescence polarization; inhibition, % at 2.79 µM; actives 1.3% (n = 370,000);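 active = inhibition above about 21% made by adding two undisclosed values, limit read from the data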
Target sequence (Q99873 whole entry, looked up): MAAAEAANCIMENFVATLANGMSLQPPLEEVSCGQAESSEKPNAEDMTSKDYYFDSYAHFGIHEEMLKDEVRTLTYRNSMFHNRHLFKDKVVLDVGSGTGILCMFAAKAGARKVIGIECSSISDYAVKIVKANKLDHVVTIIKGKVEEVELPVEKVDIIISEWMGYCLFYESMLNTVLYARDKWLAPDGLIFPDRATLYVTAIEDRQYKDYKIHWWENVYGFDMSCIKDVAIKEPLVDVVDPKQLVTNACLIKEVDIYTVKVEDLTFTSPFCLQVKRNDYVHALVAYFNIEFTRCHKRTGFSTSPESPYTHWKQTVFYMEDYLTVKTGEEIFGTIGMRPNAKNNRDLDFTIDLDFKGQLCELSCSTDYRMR
PG9 Ab binder: binders of HIV-1 gp120 antibody PG9, primary screen, biochemical, TR-FRET. HIV-1 gp120 / PG9 antibody interaction. TR-FRET gp120-PG9 antibody binding. inhibition, % at 6.7 µM. actives 0.43% (n = 360,000); in the data active = inhibition above about 8.5%
* marks the source's active call; other numbers are inactive results; . = not tested or not shown.

SMILES | Rev-erbA mod | LEDGF integ inh | ABHD4 inh | rCAG binder | UHRF1 binding | MBD2 DNA inh | HTRA1 inhibitor | TCR-CD3 inh | PRMT1 FP inh | PG9 Ab binder
CCCC(=O)NCC(c1cccs1)S(=O)(=O)c1ccc(Cl)cc1 (configuration not stated) | 5 | -8 | -6 | 0 | 8 | 4 | -8 | 0 | 4 | 0.7
COc1ccc(Cc2nc3ccc(C(=O)NCCc4ccccn4)cc3o2)cc1OC | 3 | 4 | 1 | -5 | 1 | 2 | 9 | 3 | -2 | -0.2
CCOC(=O)Nc1ccc2c(COC(=O)c3ccccc3O)cc(=O)oc2c1 | 9 | 2 | 0 | 9 | -2 | -5 | -13 | -1 | 18 | -0.3
C=CCn1c(=S)[nH]c2scc(-c3ccc(C)o3)c2c1=O | -2 | 1 | -6 | 19 | -2 | 0 | -4 | 6 | 28* | 2.2
COC(=O)c1ccc(NC(=O)CSc2nnc(-c3ccncc3)n2N)cc1 | 3 | -3 | 4 | 2 | 1 | -1 | 7 | -3 | -1 | 0.5
Cn1cc(CNCCN2CCCCC2=O)c(-c2cccc(Cl)c2)n1 | 3 | -1 | 4 | -2 | 3 | -2 | -3 | 1 | -1 | -1.4
CN(Cc1cc(Cl)cc(Cl)c1O)Cc1c(O)ccc2ccccc12 | 1 | -1 | 30* | 8 | 0 | 3 | 52* | -6 | 1 | -3.6
CC1(C)Cc2noc(N)c2C(C)(C)N1OC(=O)c1cccs1 | -4 | -1 | 5 | -3 | -3 | -1 | 1 | -5 | 1 | 1.9
N#CCCN(CCC#N)C(=O)C1c2ccccc2Oc2ccccc21 | -2 | 3 | 103* | -111 | -4 | -5 | 31 | 124* | 48* | 0.0
COc1ccccc1N(CC(O)CN1CCOCC1)S(=O)(=O)c1ccccc1 (configuration not stated) | -3 | 1 | 3 | -1 | 2 | 1 | 0 | 5 | 0 | -0.3
CCOc1ncccc1C(=O)OCC(=O)N1CC(=O)Nc2ccccc21 | 1 | 2 | 4 | 1 | 0 | 0 | 6 | -9 | -1 | -7.8
O=C(CCc1ccccc1)NC(c1cccs1)c1cc(Cl)c2cccnc2c1O (configuration not stated) | 5 | -2 | -3 | 9 | 0 | 6 | 49* | -5 | 4 | 1.1
CN(C)c1ccc(C=NNC(=O)c2cccc3ccccc23)c(Cl)c1 | 3 | -2 | 1 | 12 | 0 | -1 | 3 | 1 | 0 | -1.7
CCCOc1ccc(C2NC(=O)NC(c3ccccc3)=C2C(C)=O)cc1OCC (configuration not stated) | 5 | -1 | -1 | -6 | -4 | -4 | 1 | 1 | 2 | -0.1
CN(c1ccc(C(=O)NCCSCc2ccc(Cl)cc2)cc1)S(=O)(=O)c1ccccc1 | 3 | 6 | -72 | 3 | 2 | -4 | -29 | 1 | -3 | -0.7
Cc1ccc(CSc2ncnc3c2cnn3Cc2ccccc2)cc1 | -1 | -5 | 5 | -3 | 2 | 7 | -2 | 6 | -2 | 0.3
CN(C(=O)c1ccc(Br)o1)C1CCS(=O)(=O)C1 (configuration not stated) | 1 | 0 | 2 | 0 | -1 | 3 | 2 | -2 | 0 | -0.1
COc1cc(NC(=O)Cc2ccccc2)ccc1NC(=O)c1ccccc1 | -7 | 0 | 1 | -4 | 0 | 1 | -4 | 3 | -3 | 0.4
CCc1noc(C)c1C(=O)Nc1cc(S(=O)(=O)N2CCOCC2)ccc1OC(C)C | 0 | -5 | -3 | -3 | 2 | 5 | 0 | -6 | 1 | 0.0
CC[C@]12c3[nH]c4cc(CCC(=O)N(C)C)ccc4c3CCN1C(=O)[C@@H](CC(=O)NCC13CC4CC(CC(C4)C1)C3)C[C@@H]2C(=O)N1CCN(C(=O)C2CC2)CC1 | -9 | 4 | 1 | 3 | -3 | 1 | -6 | 3 | -3 | 0.5
O=C(NCCc1ccccc1)c1ccc(-c2ccccc2C(F)(F)F)o1 | 0 | 3 | -23 | -2 | -1 | -3 | . | 2 | -1 | -1.5
O=C(CCc1ccccc1)N/N=C/c1cccc(O)c1 | 2 | 0 | -2 | 1 | -2 | 0 | -4 | 0 | 2 | 0.7
CC(=O)N1CCc2c(sc3c2c(=O)n(Cc2ccccc2)c(=O)n3CC(=O)NCC2CCCO2)C1 (configuration not stated) | 6 | 0 | -14 | 0 | 4 | 9 | -1 | -6 | 9 | 1.1
Cn1c(=O)c2c(nc(SCC(=O)OCc3ccccc3)n2C)n(C)c1=O | -2 | 1 | 3 | -6 | 1 | 0 | 2 | 3 | 1 | 0.3
O=C(CN1C(=O)S/C(=C/c2ccccn2)C1=O)N1CCOCC1 | 1 | -1 | 2 | -2 | -2 | -2 | -3 | 2 | 6 | 1.1
CS(=O)(=O)c1ccc(Cl)c(NC(=O)CCl)c1 | 0 | 2 | -4 | -1 | 1 | 3 | 3 | 8 | -4 | -1.3
CCCCn1c(=O)n(CC(=O)Nc2c(CC)cccc2CC)c(=O)c2c1nc(CO)n2CCC | -2 | -2 | 2 | -8 | -1 | -1 | 4 | 8 | -2 | -3.6
CN1C(=O)CC(C(=O)Nc2ccc(F)cc2)SC1=Nc1ccc2c(c1)OCO2 (configuration not stated) | 2 | -1 | -3 | 3 | -1 | -3 | -3 | -2 | 1 | -1.9
O=C(NCCCn1ccnc1)c1ccc(-c2ccccc2)cc1 | 6 | 1 | -3 | -3 | 1 | -3 | -5 | 1 | -3 | 0.0
O=C(NC1CCCCC1)C(c1ccncc1)N(Cc1ccc2c(c1)OCO2)C(=O)C(F)(F)F (configuration not stated) | 2 | -5 | 6 | -4 | -3 | -2 | 7 | 6 | 6 | -2.0
NC(=O)CN1CCN(c2ccccc2F)CC1 | -4 | 1 | -1 | -2 | 0 | -2 | 4 | 1 | 0 | 1.8
COc1ccc2c(c1)C=C(C(=O)NCc1ccc(Cl)cc1)CO2 | 5 | -3 | -7 | 1 | -4 | 1 | -25 | 2 | -2 | -1.0
OC(CN1c2ccccc2Sc2ccccc21)Cn1nnc2ccccc21 (configuration not stated) | 3 | 4 | 4 | 1 | -1 | -3 | 0 | -4 | 1 | 1.0
Cn1nc(C(=O)N2CCN(c3cccc(Cl)c3)CC2)c2c1-c1ccccc1S(=O)(=O)C2 | -3 | -1 | -2 | 1 | -1 | -2 | -5 | 12 | -3 | -1.8
CC(C)(C)c1ccc(CC(=O)N2CCC2(C)C(=O)NS(=O)(=O)c2cccc(F)c2)cc1 (configuration not stated) | 4 | 1 | 2 | 39* | 1 | -3 | . | 1 | -6 | 0.2
Cc1ccc([N+](=O)[O-])cc1-c1ccc(/C=N/NC(=O)c2cc3c(ccc4ccccc43)o2)o1 | -28 | -1 | -1 | 8 | 1 | -1 | -15 | 2 | -2 | 0.8
COc1cccc(/C=N/NC(=O)Cn2nc(C)c([N+](=O)[O-])c2C)c1O | -5 | -6 | 4 | 4 | 5 | 2 | 0 | 4 | -4 | -4.8
COc1ccc(C(=O)N2CCC(N3CCN(c4ccccc4)CC3)CC2)cc1 | -5 | 3 | 17 | -10 | -2 | -8 | 3 | -3 | -2 | 3.2
Cc1ccc(Cn2cc(CN(C3CC3)S(=O)(=O)c3ccccc3Br)nn2)cc1 | 1 | 2 | -3 | 0 | 5 | 3 | . | . | -3 | .
CCOc1ccc(S(=O)(=O)N2CCN(c3ccccn3)CC2)cc1 | 9 | 1 | -8 | -3 | 1 | 4 | 7 | -1 | 2 | 3.3
COc1ccc(CCNC(=O)COC(=O)Cc2cc(OC)c(OC)c(OC)c2)cc1 | 0 | 2 | 2 | -9 | 6 | 0 | 2 | -2 | -1 | 1.7
CC(C)C(C)(C#N)NC(=O)CN1C(=O)NC2(CCCc3ccccc32)C1=O (configuration not stated) | 5 | -2 | 0 | -3 | -1 | -5 | -3 | -2 | 0 | 1.4
Cc1c(CC(=O)O)c(=O)oc2c(C)c3occ(-c4ccc(F)cc4)c3cc12 | 0 | 8 | -6 | 22 | -2 | -6 | -2 | -2 | 2 | -2.8
COC(=O)CN1C(c2ccccc2O)Nc2ccc(Br)cc2C1c1ccccc1 (configuration not stated) | 1 | 3 | -11 | -2 | -3 | 1 | -10 | -2 | 1 | -3.2
C=C(C)C(=O)O[C@H]1C/C(C)=C\C(=O)/C=C(\C)[C@H](O)[C@@H]2OC(=O)C(=C)[C@@H]21 | -13 | 10 | -20 | 20 | 10 | 10 | -6 | -3 | 9 | 0.4
Cc1ccc(SCC(=O)NC(=O)NC(C)C)c(C)c1 | -2 | 6 | -4 | -7 | -2 | 0 | 1 | 0 | -4 | 0.9
CC(C)(O)C#Cc1ccc(C(=O)N2CCC(C(N)=O)(N3CCCCC3)CC2)o1 | -6 | 1 | 2 | -4 | 6 | 2 | 1 | -2 | -2 | 0.4
Cc1ccc(NC(=O)CCC(=O)N2CCC(c3ccccc3)=N2)cc1S(=O)(=O)N1CCCCC1 | 1 | 2 | -6 | 6 | 2 | -3 | -2 | 2 | -4 | -2.1
CCOC(=O)c1c(C)[nH]c(C(=O)COC(=O)c2oc3ccc(OC)cc3c2C)c1C | 3 | 2 | -4 | 1 | 1 | 1 | 10 | 9 | -1 | 0.8
CCCCN(C1CCS(=O)(=O)C1)S(=O)(=O)c1ccc(OC)c(OC)c1 (configuration not stated) | -7 | -3 | 2 | -5 | 3 | 4 | -2 | -1 | 1 | 0.3
CC1(C(=O)NS(=O)(=O)Cc2cccc(Cl)c2)CCN1C(=O)Cc1ccc(-c2ccccc2)cc1 (configuration not stated) | 0 | 0 | -4 | 72* | 2 | -3 | . | -3 | -4 | -1.6
COC(=O)[C@]12C[C@H](CC(=O)N3CCC(c4ccccc4)CC3)C(=O)N(Cc3ccco3)C1=C[C@H](COCc1ccccc1)O[C@@H]2C | -2 | 1 | -5 | 10 | 4 | 1 | . | . | 7 | .
COC(=O)c1cc(NC(=O)Cc2cc(OC)c(OC)c(OC)c2)cc(C(=O)OC)c1 | 0 | 2 | -9 | -3 | -1 | 2 | -4 | 2 | -1 | 0.1

These rows are one share of the data (hit frequency here may not be typical).
